Screens from PubChem.
HttQ103 aggreg: qHTS Multiplex Assay to Identify Dual Action Probes in a Cell Model of Huntington: Aggregate Formation (GFP); Potency, µM (top dose mostly 46.1 µM), for inactives: at the highest dose activity change, negative = inhibition, most hits filed as inhibitors; hit rate 1.1% among 220,000; PC12 HttQ103-GFP aggregates, Acumen cytometry, 40 h; further: potency means the concentration at half of the fitted maximal effect; on the % scale 0 is the no-effect control and ±100 the full control effect; nearly all actives have a fitted effect of over 60% in size
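Quantitative HTS on tebufenozide-induced (100 nM) PC12 cells stably expressing polyQ103 Huntingtin exon 1–GFP. Reduction of bright GFP aggregates, detected by laser scanning cytometry after lysis, identified actives across the titration.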
NPSR antag: qHTS Assay for Antagonists of the Neuropeptide S Receptor: cAMP Signal Transduction; CHO-NPSR cells, cAMP TR-FRET, antagonist mode; Potency, µM (series often up to 38.3 µM), without a hit: top-dose activity change, negative = inhibition, hits mostly inhibitors; hit rate 1% among 220,000; AID 1461, 2008; further: potency means the concentration at half of the fitted maximal effect; on the % scale 0 is the no-effect control and ±100 the full control effect; nearly all actives have a fitted effect of over 50% in size; many of its hits are not listed in these tables
IMPase Li inh: qHTS Assay for Identifying the Cell-Membrane Permeable IMPase Inhibitors: Potentiation with Lithium; CHO-M1 cells, IP1 TR-FRET (IP-One), carbachol + lithium; Potency, µM (doses to about 59.4 µM), inactives show at the top dose activity, negative = IMPase inhibition, most hits filed as inhibitors; hit rate 0.35% among 210,000; AID 1457, 2008;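 further: IP1 builds up when IMPase is blocked and the TR-FRET signal falls; potency means the concentration at half of the fitted maximal effect; plate controls were basal vehicle for no effect and high inhibitor control for full effect; nearly all actives have a fitted effect of over 50% in size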
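Readout is a homogeneous TR-FRET IP1 immunoassay (Ex 320, Em 665 and 620), where raised cytosolic IP1 lowers signal. Cells were CHO-M1 treated 30 min at 37C with test compounds plus a little lithium; AC50 values came from Hill-equation fitting.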
Epigenetic derep: Quantitative High-Throughput Screen for Regulators of Epigenetic Control | murine LDR cells, GFP reporter derepression, 30 h | Potency, µM (top dose mostly 53.9 µM), inactives show top-dose GFP activation, hits mostly activators | hit rate 0.2% among 280,000 | AID 1865, 2009; further: potency means the concentration at half of the fitted maximal effect; % of control where 0% means no effect; nearly all actives have a fitted effect of over 60% in size
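In this reporter-derepression format, murine cells bearing a silenced integrated CMV-GFP locus incubate with test compound (30 h, 37 C), then are washed and imaged; fluorescent objects of 20–120 um count as induced cells.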
Luc counter: Counterscreen for Luciferase (Kinase-Glo TM) Inhibition; Luciferin 4-monooxygenase (Photuris pensylvanica), Q27757; AID 1379, 2008; Kinase-Glo luciferase, ATP luminescence, 8 min; Potency, µM (doses to about 38.3 µM), without a hit: top-dose activity change, negative = inhibition, hits mostly inhibitors; hit rate 0.28% among 200,000; further: potency means the concentration at half of the fitted maximal effect; on the % scale 0 is the no-effect control and ±100 the full control effect; nearly all actives have a fitted effect of over 60% in size
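Compound is pinned into ATP-containing buffer (10 uM ATP, imidazole pH 7.2, 7 mM MgCl2). Kinase-Glo luciferase reagent is then added. Light output is recorded following an 8-min room-temperature incubation.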
L3MBTL1 block: qHTS Assay for the Inhibitors of L3MBTL1 | Lethal(3)malignant brain tumor-like protein 1 (Homo sapiens), Q9Y468 | hit rate 0.66% among 230,000 | Potency, µM (titrated, usually from 57.1 µM), without a hit: at the top dose activity, negative = inhibition, actives largely listed as inhibitors | AlphaScreen L3MBTL1–H3K9me1 peptide binding; further: potency means the concentration at half of the fitted maximal effect; on the % scale 0 is the no-effect control and ±100 the full control effect; nearly all actives have a fitted effect of over 60% in size
Target sequence (Q9Y468 whole entry, looked up): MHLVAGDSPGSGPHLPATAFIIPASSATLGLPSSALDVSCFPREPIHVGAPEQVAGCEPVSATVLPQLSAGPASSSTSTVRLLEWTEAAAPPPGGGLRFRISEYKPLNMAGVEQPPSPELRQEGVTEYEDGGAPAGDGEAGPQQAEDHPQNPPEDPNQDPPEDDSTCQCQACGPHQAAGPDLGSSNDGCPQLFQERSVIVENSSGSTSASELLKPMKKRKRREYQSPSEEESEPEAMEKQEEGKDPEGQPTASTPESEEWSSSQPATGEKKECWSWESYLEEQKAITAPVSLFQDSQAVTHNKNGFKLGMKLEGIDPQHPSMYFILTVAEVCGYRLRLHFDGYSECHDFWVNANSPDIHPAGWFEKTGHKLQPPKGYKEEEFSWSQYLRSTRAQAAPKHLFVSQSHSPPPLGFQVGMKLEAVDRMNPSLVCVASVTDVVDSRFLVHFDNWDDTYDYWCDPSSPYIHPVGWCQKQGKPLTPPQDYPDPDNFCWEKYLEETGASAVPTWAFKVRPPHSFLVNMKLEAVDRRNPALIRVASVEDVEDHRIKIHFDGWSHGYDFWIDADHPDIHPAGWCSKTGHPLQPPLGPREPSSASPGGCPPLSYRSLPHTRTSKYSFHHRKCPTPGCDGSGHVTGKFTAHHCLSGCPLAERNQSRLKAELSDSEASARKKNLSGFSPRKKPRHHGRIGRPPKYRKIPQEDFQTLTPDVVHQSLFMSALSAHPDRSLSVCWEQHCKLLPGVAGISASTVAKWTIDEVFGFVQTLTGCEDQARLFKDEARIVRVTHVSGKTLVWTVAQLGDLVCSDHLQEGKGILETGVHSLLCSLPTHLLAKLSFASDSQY
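First, the protein-peptide complex forms for 30 min at room temperature (L3MBTL1 50 nM, biotinylated H3K9me1 peptide 75 nM). Next, compounds are pin-transferred and incubated 30 min. Finally, AlphaScreen beads are added and read after 30 min.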
CBFb RUNX1 block: qHTS Assay for Compounds Blocking the Interaction Between CBF-beta and RUNX1 for the Treatment of Acute Myeloid Leukemia; Runt-related transcription factor 1 (Homo sapiens) + Core-binding factor subunit beta …; AlphaScreen CBFb-His/RUNX1-biotin binding, biochemical; Potency, µM (top dose mostly 59.8 µM), without a hit: top-dose activity, negative = inhibition, actives largely listed as inhibitors; 230,000 tested, under 10 active; AID 1477, 2009; further: % of control where 0% means no effect
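Read-out: AlphaScreen. Format: His-CBF-beta with biotinylated RUNX1 (30 nM each) preincubated 20 min, compound 15 min, Ni-chelate plus streptavidin beads 90 min; room temperature throughout.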
Numbers without * were called inactive; ? = inconclusive; . = not tested or not shown; [ ] = another dose, or the depositor's remark. The call rests on the fitted dose curve; in most records, active means well fitted curve in the direction sought with a large enough effect; inconclusive means small, poorly fitted or top-dose-only effect, or another doubt; inactive means no such curve, though single readings can be large; an effect the other way counts as inactive or inconclusive.

SMILES	HttQ103 aggreg	NPSR antag	IMPase Li inh	Epigenetic derep	Luc counter	L3MBTL1 block	CBFb RUNX1 block
COC(=O)c1ccccc1OCCOCCOc1cccc2ccc(C)nc12	2%	-1%	17%	1.1%	5%	-23%	9%
O=C(Cc1ccccc1F)Nc1nc(-c2cccs2)cs1	?	-27%[46.1 µM]	4%[38.3 µM]	-2.6%	-3%	-4%	4%
O=C(O)c1ccccc1-c1ccccc1C(=O)NNc1ccc([N+](=O)[O-])cc1	0%[9.22 µM]	12%	.	6.4%	.	.	4%
O=C(c1ccc(Cl)c([N+](=O)[O-])c1)N1CCN(c2ccccc2)CC1	.	-14%	5%	1.1%	5%	?	-2%
CCCNC(=S)NC1CCCC1	-13%	-3%[46.1 µM]	-12%[38.3 µM]	1.7%	-1%	.	1%
CCCC/C(=N\NC(=O)c1ccc(Br)o1)c1ccccc1	12%	-21%	11%	-5.7%	0%	3%	5%
CCOc1cc(C(=O)NC2=NCCS2)cc(OCC)c1OCC	-6%	12%	-9%	2.6%	-2%	13%	10%
CC(=O)C1=C(c2ccccc2)NC(=O)NC1c1ccccc1OCC#N (stereo unspecified)	-17%	-7%[46.1 µM]	17%[38.3 µM]	0.0%	4%	.	6%
COc1ccc(C(c2nnnn2Cc2ccccc2)N2CCN(c3nc4ccccc4s3)CC2)cc1OC (stereo unspecified)	-21%	-29%[46.1 µM]	10%	3.7%	0%	-7%	2%
CCOc1ccc(CC(C(N)=O)C(N)=O)cc1	-5%	12%	1%	4.3%	1%	-1%	2%
CC1(C)Cc2c(sc3c4nnnn4c4nnnn4c23)CO1	-6%[9.22 µM]	-28%[46.1 µM]	3%[38.3 µM]	-1.9%	-1%	5%	1%
Cc1cc(Nc2nc(Cl)c(Cl)cc2Cl)n(-c2ccccc2)n1	15%	-22%	6%	0.0%	5%	17%	13%

Ordered by number of heavy atoms (rising): three of the compounds above
SMILES	HttQ103 aggreg	NPSR antag	IMPase Li inh	Epigenetic derep	Luc counter	L3MBTL1 block	CBFb RUNX1 block
O=C(Cc1ccccc1F)Nc1nc(-c2cccs2)cs1	?	-27%[46.1 µM]	4%[38.3 µM]	-2.6%	-3%	-4%	4%
O=C(O)c1ccccc1-c1ccccc1C(=O)NNc1ccc([N+](=O)[O-])cc1	0%[9.22 µM]	12%	.	6.4%	.	.	4%
COc1ccc(C(c2nnnn2Cc2ccccc2)N2CCN(c3nc4ccccc4s3)CC2)cc1OC (stereo unspecified)	-21%	-29%[46.1 µM]	10%	3.7%	0%	-7%	2%

Later entries.
SMILES	HttQ103 aggreg	NPSR antag	IMPase Li inh	Epigenetic derep	Luc counter	L3MBTL1 block	CBFb RUNX1 block
COc1ccc(-c2nnc(SCC(=O)Nc3ccccc3OC)o2)cc1	2%	-3%	1%	1.0%	0%	-2%	-6%
Cc1oc(=O)c(NC(=O)c2ccc(Cl)cc2)cc1C(=O)c1ccccc1	.	?	22%[38.3 µM]	3.2%	0%	11%	-1%
CCn1cc(C(=O)NCc2ccccc2Cl)cn1	-9%	12%	-6%	0.9%	-1%	-9%	20%
O=C(Nc1nnc(C2CC2)s1)C1Cc2ccccc2CN1C(=O)c1ccco1 (stereo unspecified)	4%	-11%	23%	-1.6%	0%	?	?
COc1ccc2[nH]c(=O)c(CN(Cc3cccs3)C(=S)Nc3cccc(C)c3)cc2c1	3%	?	1%	-0.6%	0%	1%	3%
O=C(CSc1nc2ccccc2n1CCc1ccccc1)NC1CCS(=O)(=O)C1 (stereo unspecified)	-3%	-3%[46.1 µM]	24%[38.3 µM]	0.0%	-2%	.	2%
COc1ccc(NC(=O)C(CCCCNC(=O)OC(C)(C)C)NC(=O)OCc2ccccc2)cc1 (stereo unspecified)	-1%	-1%	14%	1.9%	3%	3%	6%
O=C(Nc1ccccc1N1CCOCC1)c1ccccc1NS(=O)(=O)c1ccc(F)c(F)c1	-81%	-13%[46.1 µM]	20%[38.3 µM]	-5.6%	-2%	.	5%
CN(C1CCCCC1)S(=O)(=O)c1ccc(NC(=O)C2CCCCC2)cc1	1.8µM*	?	33%[38.3 µM]	-1.1%	-3%	.	-3%
COc1ccc(OCC(=O)NCc2cccnc2)cc1	3%	-1%[46.1 µM]	2%[38.3 µM]	-1.1%	-2%	3%	9%
Clc1ccc2[nH]c3c(c2c1)CCc1cn[nH]c1-3	-6%	-5%[46.1 µM]	-27%[38.3 µM]	-0.9%	-2%	-8%	-10%
O=C(C1COc2ccccc2O1)N1CCN(Cc2ccc3c(c2)OCO3)CC1 (stereo unspecified)	-13%	-12%[46.1 µM]	9%[38.3 µM]	-2.7%	-2%	-3%	-4%
CC(C(=O)NC1CCCc2ccccc21)N1CCN(c2ccc(F)cc2)CC1 (stereo unspecified)	-9%	-22%[46.1 µM]	.	-0.9%	.	0%	-2%
O=C(CCC(=O)Nc1ccc(F)cc1)N/N=C/c1ccccc1O	?	5%	-2%	-4.1%	1%	2%	-17%
CCN(CCNC(=O)C1CCN(Cc2nc(-c3cccc(Cl)c3)oc2C)CC1)c1ccccc1	10µM*	?	22%[38.3 µM]	1.1%	-3%	-40%	-24%
COC(=O)Cn1nc(-c2ccc(C)c(S(=O)(=O)N(C)C)c2)c2ccccc2c1=O	7%	-6%[46.1 µM]	-9%[38.3 µM]	-0.9%	15%	5%	5%
Cc1ccc(C(=O)O)cc1S(=O)(=O)N1CCC(C(=O)O)CC1	-5%	-7%[46.1 µM]	14%[38.3 µM]	-1.1%	4%	3%	13%
Cc1ccc(-c2noc(CSc3nnc(-c4ccccc4)n3C)n2)cc1	-20%	-24%[46.1 µM]	4%[38.3 µM]	-1.1%	2%	-3%	1%
Cc1ccc(OCC(=O)NN2C(=O)c3ccccc3C2=O)cc1	26%	4%	0%	-0.1%	2%	0%	7%
COC(=O)c1cc(O)c(OCc2ccccc2)c(O)c1	-7%	-1%[46.1 µM]	17%[38.3 µM]	-9.5%	2%	4%	7%
CC1Cc2ccccc2N1C(=O)CSc1nc2ccccc2s1 (stereo unspecified)	-4%	-21%	9%	-1.1%	5%	0%	?
CCCCNC(=O)OCCNC(=O)NC	10%	-4%[46.1 µM]	3%[38.3 µM]	-2.1%	4%	10%[11.4 µM]	8%
CCCC(=O)OCC(=O)Nc1ccc(OC(F)F)cc1	6%	-6%[46.1 µM]	3%[38.3 µM]	-0.2%	12%	.	-2%
Cc1cc(C)c2c(-n3cccc3)nn(C)c2n1	5%	0%[46.1 µM]	0%[38.3 µM]	-1.1%	-1%	-7%	1%
CCCc1nc(C)c(-c2ccc(OC)c(OC)c2)c(=O)[nH]1	18%	-4%[46.1 µM]	11%[38.3 µM]	0.1%	-2%	.	-3%
O=c1ccccn1CCOc1ccc(Cl)cc1	-4%[9.22 µM]	57%	.	2.4%	.	46%[activator]	23%
CC1CN(c2nc3c(c(=O)[nH]c(=O)n3C)n2Cc2ccccc2F)CC(C)O1 (stereo unspecified)	25%	-20%[46.1 µM]	-5%[38.3 µM]	0.6%	1%	2%	2%
Cc1ccc(C(C)C)c(OCC(=O)Nc2ccc3c(c2)nc(CN2CCCC2)n3C)c1	3%[9.22 µM]	-7%[46.1 µM]	25%[38.3 µM]	3.0%	0%	.	-25%
CCOc1ccc(N2C(=O)CC(N(CCc3ccc(OC)cc3)C(=O)/C=C/C(=O)O)C2=O)cc1 (stereo unspecified)	.	6%	-8%	3.2%	-2%	9%	-7%
O=S(=O)(c1ccc(N2CCOCC2)cc1)N1CCOCC1	-8%	-3%[46.1 µM]	-15%[38.3 µM]	-0.7%	-3%	.	6%
CSc1nnnn1-c1ccc(C(=O)O)cc1	6%	-2%[46.1 µM]	.	0.0%	.	5%	7%
COc1ccc(/C=N/NC(=O)c2cccc([N+](=O)[O-])c2)cc1OC(=O)c1ccccc1	12%	-1%[46.1 µM]	51%[activator][38.3 µM]	-5.0%	-4%	.	-17%
Cc1ccc(CNC(=O)COC(=O)c2ccc(Cl)c(N)c2)cc1	13%	16%	-1%	1.1%	-2%	9%	-4%
CCN(CC)c1nc(N)n(CCSC(=S)N(C)C)c(=O)n1	26%[9.22 µM]	1%	.	0.0%	.	50%[activator]	-7%
CC1(C)Cc2ccccc2C(=NCCCC(=O)O)N1	-3%	-5%[46.1 µM]	1%[38.3 µM]	-2.0%	2%	.	1%
O=C(Nc1ccccc1N(C(=O)c1ccco1)S(=O)(=O)c1cccs1)c1ccco1	20%[9.22 µM]	4%[46.1 µM]	5%[38.3 µM]	-0.2%	2%	.	-2%
CCOC(=O)c1ccc2c(c1)nc(SCC(=O)c1ccco1)n2CC	12%	-32%[46.1 µM]	5%[38.3 µM]	-6.5%	-6%	-3%	-1%
Nc1cc(N)nc(SCC(=O)NNC(=O)c2ccc(Cl)cc2)n1	7%	-2%[46.1 µM]	-2%[38.3 µM]	-2.5%	-1%	-2%	8%
Nc1cc(N2CCCCC2)c([N+](=O)[O-])cc1Cl	9%	6%	-19%	-3.0%	1%	-15%	-3%
CCCCC(C=O)NC(=O)C(CC(C)C)NC(=O)OCc1ccccc1 (stereo unspecified)	.	.	18%	-1.4%	2%	.	0%[21.7 µM]
Cc1cccc(C)c1NC(=O)CSC(=O)c1sc2ccccc2c1Cl	4%[9.22 µM]	-6%	.	15%	.	3%	0%
COC(=O)c1cc(NCc2ccc3c(c2)OCO3)ccc1N1CCOCC1	7%	-11%[46.1 µM]	32%[activator][38.3 µM]	-1.0%	-1%	.	0%
COc1ccc(CCNC(=O)C(=O)NCC2CCCO2)cc1OC (stereo unspecified)	-11%	19%	0%	-1.0%	1%	-12%[11.4 µM]	-6%
CN1/C(=C/C(=S)NC(=O)C2CCC2)C(C)(C)c2ccccc21	-22%	-24%	18%	3.9%	0%	-13%	?
CCN(CC)c1ccc(/C=N/O)cc1	10%	2%	4%	-1.6%	-1%	-5%	-11%
Cc1cc(OCCN2CCOCC2)ccc1[N+](=O)[O-]	-6%	8%	-2%	0.0%	0%	-3%	3%
COC(=O)Nc1ccc(S(=O)(=O)NC2CCS(=O)(=O)C2)cc1 (stereo unspecified)	-37%[9.22 µM]	13%	.	-1.1%	.	.	25%
Cc1c(NS(=O)(=O)c2ccc(S(=O)(=O)c3ccccc3)s2)c(=O)n(-c2ccccc2)n1C	-7%[9.22 µM]	-2%	.	0.5%	.	4%	5%

Some of the compounds tested. The share of hits here may be higher or lower than overall.
